ARFGAP1 inhibitor: inhibits rat ARF GTPase activating protein 1; Arfgap1-stimulated ARF1 GTP hydrolysis, GDP FP detection; inhibition, % at 16.5 µM; 360,000 tested, 0.26% active; AID 651572;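 active = inhibition above a per-plate limit, mean inhibition of low control wells plus 3 SD, cut at about 25% in these data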;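 note: 0% = DMSO wells with enzyme and 100% = wells lacking Arfgap1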
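System: truncated rat Arfgap1 GAP domain / Benchmarks: high control wells lacking Arfgap1, low control full reaction with DMSO / Times: compound-enzyme preincubation 20 min, reaction 120 min, detection 60 min, 25 °C / Repeats: one replicate per compound / Also added: human ARF1(Δ1-17)-GTP substrate / Measured by: Tracer-displacement fluorescence polarization with EDTA stop, 620/688 nm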
LEDGF integ inh: blocks HIV-1 LEDGF/p75-dependent DNA integration. TR-FRET IN-LEDGF/p75 DNA integration, Eu/Cy5. inhibition, % at 3.7 µM. 370,000 tested, 0.64% active. AID 743269;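 active = inhibition above the screen-wide mean plus 3 SD, cut at about 13% in these data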;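 note: signal is the Cy5 over europium emission ratio at 671 and 618 nm; 0% = plate median of compound wells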
DDE Tn6 FP inh: disrupts Tn6 cyclic peptide binding to fibrin D-Dimer-E complex; P02675; Fibrin DD(E) TRITC-Tn6 fluorescence polarization displacement; inhibition, % at 8.3 µM; 370,000 tested, 0.21% active;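 active = inhibition above a per-campaign cutoff: mean of compounds within control limits plus 3 SD, cut at about 15% in these data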;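 note: 0% = median of all compound wells on the plate and 100% = blocking peptide control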
Target sequence (P02675 whole entry, looked up): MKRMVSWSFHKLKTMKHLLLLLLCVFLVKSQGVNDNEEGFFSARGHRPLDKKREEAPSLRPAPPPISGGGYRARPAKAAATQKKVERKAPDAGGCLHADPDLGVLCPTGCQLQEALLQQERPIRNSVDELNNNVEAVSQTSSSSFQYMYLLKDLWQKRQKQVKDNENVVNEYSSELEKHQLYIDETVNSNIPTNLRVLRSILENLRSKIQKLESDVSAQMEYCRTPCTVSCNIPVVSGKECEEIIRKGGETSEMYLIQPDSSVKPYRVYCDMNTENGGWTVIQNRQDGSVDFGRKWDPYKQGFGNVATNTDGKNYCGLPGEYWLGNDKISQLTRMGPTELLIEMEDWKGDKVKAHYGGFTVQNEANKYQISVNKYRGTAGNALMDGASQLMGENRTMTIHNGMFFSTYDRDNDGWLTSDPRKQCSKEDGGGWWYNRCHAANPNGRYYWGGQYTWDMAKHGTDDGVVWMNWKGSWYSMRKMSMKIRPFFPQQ
proKLK7 act: activators of human kallikrein-7 zymogen; AID 652039; 370,000 tested, 0.9% active; P49862; activation, % at 7 µM; purified proKLK7, EDANS-DABCYL substrate fluorescence; 100% is mature enzyme control, 0% vehicle;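 active = activation above the mean of all tested compounds plus 3 SD, computed per campaign excluding outliers beyond control limits, cut at about 13% in these data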
ADAM17 inh: inhibitors of human ADAM17; inhibition, % at 6.95 µM; AID 720648; 370,000 tested, 0.83% active; recombinant ADAM17, EDANS/DABCYL FRET peptide cleavage; P78536;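 active = inhibition above the mean of compounds lying between control limits plus 3 SD, set per campaign, cut at about 8.5% in these data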;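 note: 0% = DMSO-only wells as the low control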
Target sequence (P78536 215-824 limits assumed): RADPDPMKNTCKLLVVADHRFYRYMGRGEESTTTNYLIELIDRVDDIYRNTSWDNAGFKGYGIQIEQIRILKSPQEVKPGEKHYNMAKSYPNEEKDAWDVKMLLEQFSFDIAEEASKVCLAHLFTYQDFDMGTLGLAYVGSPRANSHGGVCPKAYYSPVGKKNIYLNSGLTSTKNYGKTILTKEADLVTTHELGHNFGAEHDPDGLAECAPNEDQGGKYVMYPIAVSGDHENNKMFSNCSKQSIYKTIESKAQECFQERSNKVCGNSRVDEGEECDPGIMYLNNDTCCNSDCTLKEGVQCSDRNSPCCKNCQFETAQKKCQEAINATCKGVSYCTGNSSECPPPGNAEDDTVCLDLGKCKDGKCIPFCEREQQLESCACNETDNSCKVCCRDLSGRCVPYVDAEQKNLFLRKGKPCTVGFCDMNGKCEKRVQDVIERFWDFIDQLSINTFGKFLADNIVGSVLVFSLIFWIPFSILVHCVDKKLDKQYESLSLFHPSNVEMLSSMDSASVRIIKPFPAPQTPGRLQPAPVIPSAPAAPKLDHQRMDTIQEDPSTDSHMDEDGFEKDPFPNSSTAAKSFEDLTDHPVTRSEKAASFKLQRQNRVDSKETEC
ADAM10 inh: inhibitors of human ADAM10 | O14672 | recombinant ADAM10, EDANS/DABCYL FRET peptide cleavage, 3 h | inhibition, % at 7 µM | 370,000 tested, 0.62% active;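 active = inhibition above a per-campaign cutoff equal to the mean of compounds falling between control-based bounds plus 3 SD, cut at about 20% in these data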;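 note: 0% = DMSO wells while the 100% control is not disclosed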
ASAP1 GAP inh: inhibitors of human ASAP1 ArfGAP activity | ASAP1-stimulated ARF1 GTP hydrolysis, GDP FP detection | AID 624377 | inhibition, % at 16.5 µM | 360,000 tested, 0.19% active | Q9ULH1; in the data active = inhibition above about 25%;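 note: 0% = vehicle with enzyme and substrate and 100% = no enzyme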
Tn7 DDE FP: disrupts Tn7 cyclic peptide binding to fibrin D-Dimer-E complex; P02675; FP displacement of FITC-Tn7 peptide from fibrin DD(E); 0% = median of compound wells per plate; inhibition, % at 8.3 µM; 370,000 tested, 0.13% active; AID 720508;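 active = inhibition above the mean of compounds falling within the control limits plus 3 SD of them, cut at about 14% in these data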;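 note: 0% = plate median of compound wells and 100% = 10 µM Aha-Tn7 peptide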
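Assay system: Fibrin-DD(E) protein isolated from polymerized human fibrin clots; read-out basis: percent inhibition; medium: Tris/NaCl/CaCl2 buffer, pH 7.8; signal: FP measurement; incubation: 10 min plus 3 h, room temperature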
PLCg1 inh: blocks human PLC-gamma1 enzyme activity. inhibition, % at 12.2 µM. purified PLC-gamma1, fluorogenic substrate, fluorescence. AID 720700. 370,000 tested, 0.84% active. P19174; in the data active = inhibition above about 9.5%
TDP2 absorb: TDP2 (human) inhibition, absorbance primary screen; O95551; recombinant TDP2, T5PNP hydrolysis, p-nitrophenol absorbance 415 nm; inhibition, % at 12.8 µM; 370,000 tested, 0.34% active;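 active = inhibition above the mean of all tested compounds plus 3 SD, set per campaign, cut at about 25% in these data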;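 note: 0% = DMSO with enzyme and 100% = buffer with substrate but no TDP2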
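System – recombinant human TDP2 · Quantity – TDP2 enzyme at 120 nM final · Doses – single concentration, 12.8 µM nominal, with 1% DMSO · Incubation – 2 h at 37 °C · Measured by – epi absorbance of p-nitrophenol freed from T5PNP by hydrolysis · Read-out – % inhibition relative to enzyme-containing and enzyme-free wells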
The depositor's hits bear a star.

Screening CCOC(=O)c1csc(NC(=O)C2CCCN(S(=O)(=O)c3ccccc3[N+](=O)[O-])C2)n1 (configuration not stated) returned LEDGF integ inh 1.6, DDE Tn6 FP inh -3.2, proKLK7 act -0.1, ADAM17 inh -1.4, ADAM10 inh -3.1, Tn7 DDE FP 4.5, PLCg1 inh 1.0 and TDP2 absorb 9.8.
Screening Cc1cc(F)ccc1-c1cc(C(=O)NCc2cc(C(F)(F)F)cc(C(F)(F)F)c2)[nH]n1 returned ARFGAP1 inhibitor 8.6, LEDGF integ inh 7.0, DDE Tn6 FP inh 0.9, proKLK7 act -0.1, ADAM17 inh -1.8, ADAM10 inh -2.7, ASAP1 GAP inh 4.9, Tn7 DDE FP -8.6, PLCg1 inh 0.8 and TDP2 absorb 2.5.
Screening Cc1ccnc(NC(=O)c2cc3c(=O)oc4ccc(C)cc4c3s2)c1 returned ARFGAP1 inhibitor 1.8, LEDGF integ inh -0.5, DDE Tn6 FP inh 4.7, proKLK7 act 0.1, ADAM17 inh -2.4, ADAM10 inh 0.4, ASAP1 GAP inh 10.7, Tn7 DDE FP 4.8, PLCg1 inh 0.2 and TDP2 absorb -3.5.
Screening CCOC(=O)c1c(C)[nH]c(C=Nc2ccc(OC)cc2)c1O returned ARFGAP1 inhibitor -3.2, LEDGF integ inh 8.9, DDE Tn6 FP inh 1.4, proKLK7 act 1.6, ADAM17 inh -4.1, ADAM10 inh -3.2, ASAP1 GAP inh 1.6, Tn7 DDE FP -0.8, PLCg1 inh -24.8 and TDP2 absorb 8.1.
Screening CN(CC(=O)Nc1cc(Cl)ccc1-n1cncn1)Cc1ccccc1N1CCOCC1 returned ARFGAP1 inhibitor -0.6, LEDGF integ inh 1.2, DDE Tn6 FP inh 2.0, proKLK7 act 0.2, ADAM17 inh 3.1, ADAM10 inh -7.0, ASAP1 GAP inh -1.6, Tn7 DDE FP -9.8, PLCg1 inh 4.8 and TDP2 absorb -3.6.
Screening CN(Cc1ccon1)C(=O)CC1C(=O)NCCN1Cc1ccc(Cl)c(F)c1 (configuration not stated) returned ARFGAP1 inhibitor -0.5, LEDGF integ inh 2.2, DDE Tn6 FP inh 2.2, proKLK7 act 1.9, ADAM17 inh -10.9, ADAM10 inh -32.6, ASAP1 GAP inh -6.8, Tn7 DDE FP -2.1, PLCg1 inh -27.1 and TDP2 absorb 1.0.
Screening CCOc1ccccc1NC(=O)C(c1ccccc1)N1CCN(C(=O)c2ccco2)CC1 (configuration not stated) returned ARFGAP1 inhibitor 7.8, LEDGF integ inh -2.1, DDE Tn6 FP inh -4.0, proKLK7 act 0.8, ADAM17 inh -1.0, ADAM10 inh -10.0, ASAP1 GAP inh 2.8, Tn7 DDE FP 2.2, PLCg1 inh 3.3 and TDP2 absorb -4.5.
For COc1ccc(C(=O)Nn2c(SCC(=O)NC3CCCC3)nc3ccccc3c2=O)cc1 the results were ARFGAP1 inhibitor 7.8, LEDGF integ inh -0.1, DDE Tn6 FP inh 2.0, proKLK7 act 0.7, ADAM17 inh -6.6, ADAM10 inh -22.3, ASAP1 GAP inh -12.3, Tn7 DDE FP 1.2, PLCg1 inh -10.8 and TDP2 absorb -1.5.
For Cc1ccc2nc(SCc3nc4ccccc4c(=O)[nH]3)[nH]c2c1 the results were ARFGAP1 inhibitor -1.7, LEDGF integ inh 5.7, DDE Tn6 FP inh -6.0, proKLK7 act -0.3, ADAM17 inh -2.7, ADAM10 inh -5.4, ASAP1 GAP inh 5.4, Tn7 DDE FP 3.2, PLCg1 inh -30.7 and TDP2 absorb 5.3.
CCOC(=O)Cn1ncn(-c2ccc(OC(F)(F)F)cc2)c1=O was read as ARFGAP1 inhibitor 23.4, LEDGF integ inh -4.6, DDE Tn6 FP inh -1.9, proKLK7 act 0.2, ADAM17 inh -4.8, ADAM10 inh -6.5, ASAP1 GAP inh -13.9, Tn7 DDE FP -3.7, PLCg1 inh 4.0 and TDP2 absorb -2.5.
For O=C(CSc1ccccn1)C12CC3CC(CC(C3)C1)C2 the results were ARFGAP1 inhibitor 0.7, LEDGF integ inh 11.6, DDE Tn6 FP inh -0.9, proKLK7 act 0.3, ADAM17 inh 2.3, ADAM10 inh 4.1, ASAP1 GAP inh 1.7, Tn7 DDE FP -2.5, PLCg1 inh 4.3 and TDP2 absorb -2.5.
COc1ccc(CC(=O)N(c2ccccc2)c2nc(C)cs2)cc1 was read as ARFGAP1 inhibitor 8.2, LEDGF integ inh 3.1, DDE Tn6 FP inh 2.9, proKLK7 act 0.5, ADAM17 inh -1.0, ADAM10 inh 3.9, ASAP1 GAP inh -19.5, Tn7 DDE FP 13.1, PLCg1 inh -1.1 and TDP2 absorb 4.4.
For C=CCn1c(SCC(=O)O)nnc1-c1cccc(Cl)c1 the results were ARFGAP1 inhibitor -0.4, LEDGF integ inh 0.3, DDE Tn6 FP inh -2.3, proKLK7 act -1.1, ADAM17 inh -1.3, ADAM10 inh -0.4, ASAP1 GAP inh -13.8, Tn7 DDE FP 9.1, PLCg1 inh -1.0 and TDP2 absorb 0.1.
`CCN(C[C@H]1N[C@@](CC)(C(=O)OC)[C@H]2C(=O)N(C)C(=O)[C@@H]12)S(=O)(=O)c1ccccc1` gave ARFGAP1 inhibitor 1.1, LEDGF integ inh -3.8, DDE Tn6 FP inh 1.8, proKLK7 act -0.8, ADAM17 inh -1.9, ADAM10 inh -8.2, ASAP1 GAP inh 10.1, Tn7 DDE FP -9.6, PLCg1 inh -0.8 and TDP2 absorb 6.9.
CCN(CC)c1ccc(S(=O)(=O)N2CCOCC2)cc1NC(=O)CN1CCN(Cc2ccccc2)CC1 was read as ARFGAP1 inhibitor 6.1, LEDGF integ inh 1.0, DDE Tn6 FP inh 0.5, proKLK7 act 0.2, ADAM17 inh -7.8, ADAM10 inh -2.2, ASAP1 GAP inh 3.7, Tn7 DDE FP 4.8, PLCg1 inh 0.5 and TDP2 absorb 17.7.
For CN(CCC1CCCCO1)C(=O)CCc1nnc(CCCCc2ccccc2)o1 (configuration not stated) the results were ARFGAP1 inhibitor 10.9, LEDGF integ inh 3.9, DDE Tn6 FP inh -3.4, proKLK7 act -0.2, ADAM17 inh 0.9, ADAM10 inh 1.0, ASAP1 GAP inh 11.7, Tn7 DDE FP -3.3, PLCg1 inh 2.6 and TDP2 absorb -0.1.
For CSc1ncnc2c1ncn2CCCNC1CCN(Cc2ccccc2)CC1 the results were ARFGAP1 inhibitor 6.6, LEDGF integ inh -1.8, DDE Tn6 FP inh -3.4, proKLK7 act -0.5, ADAM17 inh -4.0, ADAM10 inh -13.3, ASAP1 GAP inh 2.8, Tn7 DDE FP 2.2, PLCg1 inh 0.0 and TDP2 absorb 6.2.
Screening Cc1cccc(NC(=O)NNC(=O)c2ccc3ccccc3c2)c1 returned ARFGAP1 inhibitor -10.4, LEDGF integ inh -1.1, DDE Tn6 FP inh 5.6, proKLK7 act -0.6, ADAM17 inh -4.5, ADAM10 inh -3.4, ASAP1 GAP inh 0.6, Tn7 DDE FP -2.8, PLCg1 inh -3.3 and TDP2 absorb 1.0.
C[C@H](NC(=O)C1CCC(CNC(=O)[C@@H]2CCCN2C(=O)OC(C)(C)C)CC1)C(=O)O (some centres not stated) was read as ARFGAP1 inhibitor 1.8, LEDGF integ inh -5.3, DDE Tn6 FP inh 8.1, proKLK7 act -0.9, ADAM17 inh -6.0, ADAM10 inh -3.3, ASAP1 GAP inh 11.2, Tn7 DDE FP 1.0, PLCg1 inh -2.2 and TDP2 absorb 7.5.
For CC(C)c1ccc(NC(=O)Nc2nc(C(N)COCc3ccccc3)cs2)cc1 (configuration not stated) the results were ARFGAP1 inhibitor 5.1, LEDGF integ inh 5.1, DDE Tn6 FP inh -11.0, proKLK7 act 0.3, ADAM17 inh 2.8, ADAM10 inh -8.2, ASAP1 GAP inh 19.9, Tn7 DDE FP -1.7, PLCg1 inh 1.2 and TDP2 absorb -4.6.
Screening COc1cc(NC(=S)NC(=O)c2ccc(C)cc2C)ccc1NC(=O)c1cccs1 returned ARFGAP1 inhibitor 1.4, LEDGF integ inh -1.1, DDE Tn6 FP inh 1.6, proKLK7 act 0.2, ADAM17 inh -1.0, ADAM10 inh -1.2, ASAP1 GAP inh 14.4, Tn7 DDE FP 0.2, PLCg1 inh -0.9 and TDP2 absorb -4.4.
N#Cc1cccc(NC(=O)c2cc(C3CCCCN3C(=O)C3CC3)on2)c1 (configuration not stated) was read as ARFGAP1 inhibitor 16.6, LEDGF integ inh -0.4, DDE Tn6 FP inh 6.5, proKLK7 act 0.3, ADAM17 inh -2.2, ADAM10 inh -15.3, ASAP1 GAP inh -9.3, Tn7 DDE FP 3.7, PLCg1 inh 1.1 and TDP2 absorb -0.1.
For O=C1c2ccccc2C(=O)N1CCOc1ccc(F)cc1 the results were ARFGAP1 inhibitor 0.0, LEDGF integ inh 0.6, DDE Tn6 FP inh 2.1, proKLK7 act -0.4, ADAM17 inh -3.5, ADAM10 inh 0.7, ASAP1 GAP inh -12.4, Tn7 DDE FP 5.6, PLCg1 inh 3.9 and TDP2 absorb 6.2.
Cc1ccc(OCCCCN2CCCCC2)cc1 was read as ARFGAP1 inhibitor -3.9, LEDGF integ inh -0.5, DDE Tn6 FP inh 3.2, proKLK7 act 0.0, ADAM17 inh -0.4, ADAM10 inh -0.3, ASAP1 GAP inh 4.7, Tn7 DDE FP 6.2, PLCg1 inh 1.2 and TDP2 absorb -11.0.
`CCNc1nc(OCC)nc(N2CCC(Cc3ccccc3)CC2)n1` gave ARFGAP1 inhibitor -9.4, LEDGF integ inh -1.6, DDE Tn6 FP inh -6.2, proKLK7 act 0.2, ADAM17 inh -17.8, ADAM10 inh -8.0, ASAP1 GAP inh 2.3, Tn7 DDE FP -3.6, PLCg1 inh -1.2 and TDP2 absorb 0.1.
Screening CCC(C)NC(=O)CSc1nnc(-c2ccc(C(C)(C)C)cc2)n1C (configuration not stated) returned ARFGAP1 inhibitor 1.6, LEDGF integ inh -0.2, DDE Tn6 FP inh 0.3, proKLK7 act -0.2, ADAM17 inh -2.5, ADAM10 inh -1.4, ASAP1 GAP inh -11.5, Tn7 DDE FP 2.9, PLCg1 inh 1.6 and TDP2 absorb -10.5.
For Cc1ccccc1-c1cc2nc(NCc3ccncc3)n(C)c(=O)c2s1 the results were ARFGAP1 inhibitor 3.2, LEDGF integ inh 4.5, DDE Tn6 FP inh -4.2, proKLK7 act 1.0, ADAM17 inh 2.2, ADAM10 inh -4.9, ASAP1 GAP inh 3.6, Tn7 DDE FP 0.3, PLCg1 inh 3.7 and TDP2 absorb -11.8.

Compound activity (PubChem)
